TRHR ag = activates the human TRH receptor. activation, % at 2 µM. TRHR cells, calcium flux fluo-8, FDSS agonist mode. P34981. 0.18% of 360,000 active; note: 0% is about no effect
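Steps: seed TRHR cells overnight; add fluo-8 no-wash Ca dye, RT 30 min–1.5 h; record 10 s baseline; pin-transfer compounds; monitor fluorescence 1 cycle/s for the agonist window. Calcium increases flag candidate agonists.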
D1 potentiator = human D1 dopamine receptor positive modulation | 0.036% of 360,000 active | AID 504651 | HEK293 TREx D1 cells, calcium flux, dopamine EC20 potentiation | potentiation, % at 10 µM; in the data active = potentiation above about 30%; note: 0% is about no effect
Target sequence (P21728 whole entry, looked up): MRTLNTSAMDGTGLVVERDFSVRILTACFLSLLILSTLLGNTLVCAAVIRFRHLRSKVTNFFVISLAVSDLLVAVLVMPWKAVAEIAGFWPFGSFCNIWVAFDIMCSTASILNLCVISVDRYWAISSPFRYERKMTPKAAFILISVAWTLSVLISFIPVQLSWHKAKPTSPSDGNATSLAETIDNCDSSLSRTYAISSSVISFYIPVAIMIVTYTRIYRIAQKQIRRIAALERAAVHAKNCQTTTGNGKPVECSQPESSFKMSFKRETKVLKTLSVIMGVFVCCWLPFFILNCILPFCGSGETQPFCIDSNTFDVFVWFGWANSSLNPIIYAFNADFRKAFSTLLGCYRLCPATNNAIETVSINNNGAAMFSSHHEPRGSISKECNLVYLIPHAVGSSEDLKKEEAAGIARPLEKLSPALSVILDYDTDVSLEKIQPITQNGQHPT
D1 agonist = human D1 receptor agonism; AID 504660; HEK293 T-REx D1 cells, calcium flux, agonist mode; activation, % at 2 µM; 1% of 360,000 active; note: 0% is about no effect
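Tetracycline-induced HEK293 TREx D1 cells, force-coupled to calcium signalling, were dye-loaded with a no-wash calcium kit. Compound was pin-added after a 10 s baseline. Fluorescence was read kinetically at 1 cycle/s for 180 s, with calcium rises flagged as agonism.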
D2 antag = D2 dopamine receptor (human) antagonism; HEK293 TREx D2 cells, calcium flux, dopamine EC80; AID 485344; P14416; 2% of 340,000 active; inhibition, % at 10 µM; in the data active = inhibition above about 30%; note: 0% is about no effect
Target sequence (P14416 whole entry, looked up): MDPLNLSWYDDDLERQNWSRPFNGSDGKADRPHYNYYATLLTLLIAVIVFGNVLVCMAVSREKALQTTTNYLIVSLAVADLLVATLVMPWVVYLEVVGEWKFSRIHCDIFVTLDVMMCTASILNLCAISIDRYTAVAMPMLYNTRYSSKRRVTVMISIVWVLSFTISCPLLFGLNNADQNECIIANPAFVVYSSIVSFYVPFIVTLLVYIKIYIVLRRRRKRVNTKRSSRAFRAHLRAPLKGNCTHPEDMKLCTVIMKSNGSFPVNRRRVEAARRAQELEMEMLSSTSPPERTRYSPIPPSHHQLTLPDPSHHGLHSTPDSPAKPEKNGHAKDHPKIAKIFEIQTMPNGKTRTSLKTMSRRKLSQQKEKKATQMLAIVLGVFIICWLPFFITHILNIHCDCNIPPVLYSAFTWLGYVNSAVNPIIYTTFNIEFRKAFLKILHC
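Calcium flux kinetic readout in an inducible HEK293 TREx D2 line plated overnight at 30 C. After 180 s compound exposure, an EC80 dopamine challenge follows with another 180 s kinetic read to detect antagonism.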
D2 potentiator = positively modulates the human D2 dopamine receptor allosterically; P14416; HEK293 T-REx D2, calcium flux, EC20 dopamine potentiation; potentiation, % at 10 µM; 0.34% of 340,000 active; AID 485347;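 active = potentiation over 3 SD above the plate norm, cut at about 30% in these data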; note: 0% is about no effect
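Potentiation of an EC20 dopamine calcium response measured kinetically over 180 s, after a preceding 180 s compound-only read flagging agonists. Cells: inducible Hek293 Trex D2 line, 4000/well, cultured overnight at 30 C before dye loading.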
RXFP1 antag = antagonists of human relaxin receptor RXFP1; Q9HBX9; HEK293-RXFP1, relaxin-stimulated cAMP HTRF, 30 min; active compounds read low; activity change, negative = inhibition, % at 57.5 µM; 0.59% of 350,000 active; AID 1259400;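 active = activity change of -60% or lower, but not beyond a set lower limit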; note: % is set by controls: 0 for no effect and ±100 for the full control effect
D2 ag = activates the human D2 dopamine receptor. P14416. HEK293 T-REx D2 cells, calcium flux agonist mode. activation, % at 2 µM. 0.53% of 340,000 active;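 active = activation over 3 SD above normal in the single-dose calcium agonist read, cut at about 30% in these data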; note: 0% is about no effect
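Agonism scored from kinetic calcium signal (1 read/sec, 180 s) following compound pin transfer, after a 10 s baseline. Cells: HEK293 Trex line expressing inducible D2 receptor coupled to calcium, dye-loaded after overnight culture at 30 C.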
TRHR enhancer = allosteric enhancers of human TRH receptor; TRHR cells, fluo-8 calcium fluorescence, EC20 TRH enhancement; enhancement, % at 2 µM; 0.66% of 360,000 active; in the data active = enhancement above about 30%; note: 0% is about no effect
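Enhancer read-out: after compound pinning and an initial kinetic agonist-mode read, an EC20 of TRH (10 nM final) was injected and fluo-8 calcium signal (Ex 480/Em 530) followed at 1 s/cycle for 100 cycles in TRHR-expressing cells.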
D1 antag = blocks dopamine activation of the human D1 receptor; P21728; HEK293 TREx D1 cells, calcium flux, dopamine EC80; active compounds read low; activity change, negative = inhibition, % at 10 µM; 3.2% of 360,000 active; AID 504652; in the data active = activity change below about -30%; note: % is set by controls: 0 for no effect and ±100 for the full control effect
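Using tetracycline-induced force-coupled D1 Hek293 cells and a calcium dye, signals were followed for 180 s after compound, then for 180 s after EC80 dopamine, to detect inhibitors.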
Numbers without * were called inactive; . = not tested or not shown; & = joins results of further samples. Cut-off read from the data, not from the text of the source, unless noted: active = activation above about 30%; inactive = the rest.

The first two records, ahead of the listing:
SMILES	TRHR ag	D1 potentiator	D1 agonist	D2 antag	D2 potentiator	RXFP1 antag	D2 ag	TRHR enhancer	D1 antag
CCCOc1ccc(C2C(=O)N(C3CCCCCC3)CC(=O)N2Cc2ccccc2OC)cc1OC (stereo not drawn)	0.3	-1	-1	.	17	4	.	-4	-9
O=C(c1cc(=O)[nH]c2ccccc12)N1CCN(S(=O)(=O)c2ccc3ccccc3c2)CC1	-0.2	3	1	9	1	-9	0.1	1	-1

Results, previewed entries included:
SMILES	TRHR ag	D1 potentiator	D1 agonist	D2 antag	D2 potentiator	RXFP1 antag	D2 ag	TRHR enhancer	D1 antag
CCCOc1ccc(C2C(=O)N(C3CCCCCC3)CC(=O)N2Cc2ccccc2OC)cc1OC (stereo not drawn)	0.3	-1	-1	.	17	4	.	-4	-9
O=C(c1cc(=O)[nH]c2ccccc12)N1CCN(S(=O)(=O)c2ccc3ccccc3c2)CC1	-0.2	3	1	9	1	-9	0.1	1	-1
C/C(CC(=O)Nc1ccc(N(C)C)cc1)=N\NC(=O)Cc1csc(N)n1	-0.1	-2	6	4	-1	14	-1.0	3	-9
Cc1ccc(NC2=NC(c3ccc(F)cc3)n3c(nc(C)cc3=O)N2)c(C)c1 (stereo not drawn)	-0.6	0	-1	1	-9	-17	-1.3	0	-15
O=C(Nc1nnc(C2CC2)s1)c1cc(S(=O)(=O)N2CCN(c3ccccc3)CC2)ccc1Cl	-0.4	2	0	1	-6	-10	1.1	7	-3
O=C(/C=C/c1ccccc1)OCc1cnc(Cl)s1	0.4	-3	0	18	-3	5	-0.9	-2	-8
Cc1cccc(/C=N/NC(=O)c2ccc(NC(=O)c3ccc(Cl)cc3)cc2)n1	0.3	-12	2	10	-5	-10	0.0	5	-83*
O=C(Nc1cccc(S(=O)(=O)N2CCCCC2)c1)C1CCCN1S(=O)(=O)c1ccccc1F (stereo not drawn)	0.3	.	21	22	-6	-9	5.5	-2	3
Cc1csc(=O)n1CC(=O)OCC(=O)Nc1cc(Cl)ccc1[N+](=O)[O-]	-0.1	-8	6	-2	-8	9	-0.8	-9	-23
Cc1cccc(N2CSC3=C(C#N)C(c4ccc(C)o4)CC(=O)N3C2)c1 (stereo not drawn)	-0.1	2	0	-12	0	.	0.7	2	-12
Cc1ccc(SCC(=O)Nc2nnc(C(C)(C)C)s2)cc1	0.3	-1	7	-11	9	-14	-3.7	-2	31
CC12CCC(C(=O)NCCCn3ccnc3)(OC1=O)C2(C)C (stereo not drawn)	0.8	4	1	.	.	2	.	8	-10
CCOCCCN(C)C1CCN(C(=O)c2oc3ccccc3c2NC(=O)Cc2ccc([N+](=O)[O-])cc2)CC1	-0.1	-5	4	2	-12	-20	1.1	9	-3
COc1ccccc1Cn1nc(C(=O)O)c2ccccc2c1=O	-1.1	-5	1	-19	1	1	-1.1	-22	1
CCOC(=O)CSc1ncccn1	0.1	6	1	-20	-14	1	0.5	18	-5
Cc1ccc(C(=O)OCc2cn3ccccc3n2)cc1	-0.3	-4	2	0	-5	-4	-0.5	7	3
CCOC(=O)c1oc2cccc(O)c2c1CN(Cc1ccccc1)C(C)=O	-0.3	1	0	4	4	0	-0.7	-9	11
CCOC(=O)c1c(O)c2ccccc2n(C)c1=O	-0.3	2	2	7	-6	-8	-0.5	-3	-1
COCCCNC(=O)c1ccc(Cn2c(=O)[nH]c3ccccc3c2=O)cc1	0.1	0	-2	-2	1	.	0.7	4	4
COc1ccc(NC(=O)CC2C(=O)N(c3ccc(OC)cc3)C(=S)N2NC(=O)c2cccc(F)c2)cc1 (stereo not drawn)	0.2	3	4	-10	4	-9	0.4	2	35
Cc1cn2c(=O)cc(COc3cccc(NC(=O)c4ccc(C(C)(C)C)cc4)c3)nc2s1	0.5	-1	1	.	1	1	-0.3	5	-1
Nn1c(SCC(=O)NC2CCCc3ccccc32)nnc1-c1cccs1 (stereo not drawn)	-0.5	0	0	2	-8	-7	-0.6	0	-12
COc1ccc(NC2CCCN(C(=O)c3cc4ncccn4n3)C2)cc1 (stereo not drawn)	0.3	-1	0	14	0	-8	0.0	-5	-3
CCN(CC)C(=O)CN(C#N)c1nc(NC(C)C)nc(NC(C)C)n1	-0.4	3	0	-2	-3	-13	0.8	-1	-8
Cc1ccc(C)c(N2CCN(C(=O)c3ccc(CS(=O)(=O)c4ccccc4C)o3)CC2)c1	-1.0	-5	1	18	.	-5	0.8	1	5
CCOC(=O)c1ccc(NC(=S)NCCC2=CCCCC2)cc1	0.8	-16	19	-11	9	.	-0.6	-8	-22
Cc1c(Nc2cc(N3CCCC(C)C3)c3nonc3c2[N+](=O)[O-])c(=O)n(-c2ccccc2)n1C (stereo not drawn)	-0.2	-2	0	-12	-6	-4	0.2	-5	3
CC(SCc1nc2sc3c(c2c(=O)[nH]1)CCCC3)C(=O)Nc1ccccn1 (stereo not drawn)	1.4	8	5	-6	2	-13	1.4	9	-23
O=C(OCc1csc(Nc2ccccc2)n1)c1ccc(Cl)cc1	0.4	-6	0	9	6	-12	0.2	2	-16
Cc1ccccc1NC(=O)C1(NC(=O)c2cccc(N3C(=O)CSC3c3ccccc3)c2)CCCCC1 (stereo not drawn)	0.3	13	2	.	6	-14	1.2	-4	14
O=C(Nc1cccc(O)c1)c1cc2nc(-c3ccccc3)cc(-c3ccccc3)n2n1	0.7	4	3	8	9	.	-0.3	-3	6
COC(=O)c1ccc(COc2ccc(C)c(C)c2)o1	-1.0	4	1	-1	6	2	-1.3	24	15
Cc1cc(C)cc(NC(=O)Nc2ccccc2OCc2cc(=O)n3ccccc3n2)c1	-0.5	-3	0	.	11	7	-0.4	-5	-6
Cc1cccc(NC(=O)c2sc3nc(-c4ccc(F)cc4)cn3c2C)n1	1.2	-6	6	-7	-4	-16	1.2	10	-2
O=C(Cc1ccccc1)NCc1n[nH]c(=S)n1-c1ccc(Br)cc1	-0.9	-12	9	6	5	-15	-0.2	-5	-14
CCCCCn1cc2c(c1-c1ccccc1Br)c(=O)n(C)c(=O)n2C	-2.0	5	10	.	4	.	-0.9	-5	2
O=C(O)c1ccc(NC(=O)c2ccc(Br)c(S(=O)(=O)N3CCCC3)c2)cc1	0.0	1	-1	.	5	-6	-1.6	-2	-4
Cc1ccc(/C(O)=C2/C(=O)C(=O)N(c3ccccn3)C2c2cccc([N+](=O)[O-])c2)cc1 (stereo not drawn)	-0.9	-3	2	-13	10	1	-1.1	8	0
c1ccc2c(c1)CCCN2Cc1nnnn1C1CCCC1	-1.2	2	0	13	-9	0	0.3	1	-4
CC12C(=O)N(Cc3ccco3)C(=O)C1C1c3ccccc3C2c2ccccc21 (stereo not drawn)	-0.4	-9	11	8	16	-4	0.0	9	-1
COc1cccc(NC(=O)CN(C)C(=O)c2ccc(N3CCOCC3)c([N+](=O)[O-])c2)c1	0.1	-3	3	-15	11	23	-0.4	5	-5
CCCCC(=O)Nc1nnc(CCc2ccccc2)s1	0.2	-1	4	6	13	9	-0.6	1	-10
CC(OC(=O)c1ccc(Cl)nc1)C(=O)NC(C)(C)C (stereo not drawn)	-0.1	-1	1	5	4	-32	0.1	-1	13
O=C(CSc1nnc2ccc(-c3ccccn3)nn12)Nc1ccccc1	-0.8	1	-1	0	17	0	-0.6	8	-3
CCCCn1nnc(NC(=O)c2ccc(-c3ccccc3)cc2)n1	-0.5	-3	5	-15	-8	-4	-0.7	-2	-24
COc1cc(/C=N/Nc2ccc(C)cc2)cc(Br)c1O	-0.1	0	3	16	-9	-8	-5.1	-1	7
CN1c2ccccc2-c2nc3ccccc3n2C1c1ccco1 (stereo not drawn)	-0.4	-5	2	4	-8	-10	-0.3	0	-20
Cc1cc(C)cc(C(=O)NCC(=O)OCC(=O)NCC(F)(F)F)c1	0.0	0	0	4	-3	-2	0.9	-2	3
COC(=O)C(C)NC(=O)C1CCCN1C(=O)CNC(=O)OCc1ccccc1 (stereo not drawn)	0.3	-4	1	8	-11	0	0.6	1	11
CCc1ccc2c(c1)c(=O)c(C(=O)c1ccccc1)cn2CC(=O)Nc1ccc(C)c(Cl)c1	0.4	0	2	.	-24	.	1.0	18	13

Compound profiles (already shown):
Profile of `COc1ccccc1Cn1nc(C(=O)O)c2ccccc2c1=O` : TRHR ag = -1.1; D1 potentiator = -5; D1 agonist = 1; D2 antag = -19; D2 potentiator = 1; RXFP1 antag = 1; D2 ag = -1.1; TRHR enhancer = -22; D1 antag = 1
Profile of `O=C(Cc1ccccc1)NCc1n[nH]c(=S)n1-c1ccc(Br)cc1` : TRHR ag = -0.9; D1 potentiator = -12; D1 agonist = 9; D2 antag = 6; D2 potentiator = 5; RXFP1 antag = -15; D2 ag = -0.2; TRHR enhancer = -5; D1 antag = -14
Profile of `COC(=O)c1ccc(COc2ccc(C)c(C)c2)o1` : TRHR ag = -1.0; D1 potentiator = 4; D1 agonist = 1; D2 antag = -1; D2 potentiator = 6; RXFP1 antag = 2; D2 ag = -1.3; TRHR enhancer = 24; D1 antag = 15

Further results
SMILES	TRHR ag	D1 potentiator	D1 agonist	D2 antag	D2 potentiator	RXFP1 antag	D2 ag	TRHR enhancer	D1 antag
COc1ccc(NC(=O)CN(c2cccc(C)c2C)S(=O)(=O)c2ccccc2)cc1OC	-0.5	0	-2	.	12	.	-0.8	-2	1
COc1ccccc1NS(=O)(=O)c1cccc(C(=O)NC2CCN(Cc3ccccc3)CC2)c1	-0.3	-7	18	101*	-24	10	0.9	-5	-37*
CC(=O)c1ccc(N2CCN(S(=O)(=O)c3c(C)[nH]c(=O)[nH]c3=O)CC2)cc1	0.4	0	2	1	10	-30	3.8	3	6
Cc1ccc(S(=O)(=O)N2CCN(C)CC2)cc1C(=O)NC1CCCCC1	0.1	1	4	-6	0	7	1.0	9	-23
CCOC(=O)CSc1nnc([C@H](CC(C)C)NC(=O)OC(C)(C)C)o1	-0.8	-1	2	.	10	-10	.	4	3
Nc1nc(CSCCO)nc(Nc2ccc(F)cc2)n1	0.0	-2	0	-12	10	19	0.7	4	-4
Cc1cccc(NC(=O)c2cc(S(=O)(=O)NCc3ccco3)ccc2F)c1C	-0.4	7	1	7	5	11	0.0	-5	12
Cc1ccc(C)c(NC(=O)CCC(=O)NNC(=O)C(c2ccccc2)c2ccccc2)c1	1.0	3	6	26	-18	-10	1.3	-8	3
CC(C)NCc1cccc([N+](=O)[O-])c1	-1.2	8	5	-8	11	-1	-1.3	10	0
O=C(CSc1ncc(-c2ccccc2)[nH]1)Nc1ccc(Cl)cc1	0.3	-5	9	.	-19	-16	-0.5	-11	-23
CCOC(=O)Cn1nc(C)c(NC(=O)COc2ccc(OC)cc2)c1C	0.2&2.5	-1&-2	3&0	1	-4&1	-8&-5	-0.1&-1.1	9&2	4&-1
Cc1ccccc1C(=O)Nc1ccc(S(=O)(=O)N2CC(C)OC(C)C2)cc1 (stereo not drawn)	0.4	-10	4	5	0	-9	0.5	-5	1
Cc1c(Br)c([N+](=O)[O-])nn1C(C)C(=O)Nc1c(C)n(C)n(-c2ccccc2)c1=O (stereo not drawn)	0.0	-7	2	2	-6	14	-0.2	-12	12
CCCNC(=O)Nc1cc(S(=O)(=O)CC)ccc1O	0.2	-10	2	-11	-16	7	-0.5	0	-18

Outcome played no part in choosing rows; 7.3% or so of the library scored in one or more.
